N-glyco inh – blocks N-linked glycosylation in D54 reporter cells | AID 588692 | actives 0.23% (n = 360,000) | reporter increase, % at 12.5 µM | D54 ERlucT glycosylation luciferase reporter, 24 h; percent of 100 nM tunicamycin response;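 active = mean luciferase reporter signal, scaled so untreated is 0 and the glycosylation-blocking control 100, at or above a set limit in every replicate; inconclusive = mean reaches the limit but not every replicate does; inactive = mean below the limit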;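 note: luciferase carries N-glycosylation sites so blocking glycosylation raises the light; 0% = median of neutral control wells and 100% = median of 100 nM tunicamycin wells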
aDG glyco up – increases alpha dystroglycan glycosylation; Pro5-aDG cells, alpha-DG glycosylation AlphaScreen (IIH6); 0% Pro5, 100% B10-LARGE cell signal; activation, % at 10 µM; actives 0.22% (n = 360,000); AID 624168;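 active = activation of at least 8% versus controls, or a plate z-score of at least 8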;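 note: Pro5 are CHO cells carrying HIG-tagged alpha-DG that lacks glycosylation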
m5-HT2A agonist – mouse HTR2A agonism via beta-arrestin recruitment; P35363; CHO-K1 mHTR2A beta-arrestin complementation, luminescence; percent of 30 µM serotonin response; activation, % at 7.6 µM; actives 0.66% (n = 360,000); AID 624169;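 active = activation above a run cutoff, the mean activation of all tested compounds plus 3 SD, cut at about 14% in these data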;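 note: 0% = plate median of compound wells and 100% = 30 µM serotonin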
Target sequence (P35363 whole entry, looked up): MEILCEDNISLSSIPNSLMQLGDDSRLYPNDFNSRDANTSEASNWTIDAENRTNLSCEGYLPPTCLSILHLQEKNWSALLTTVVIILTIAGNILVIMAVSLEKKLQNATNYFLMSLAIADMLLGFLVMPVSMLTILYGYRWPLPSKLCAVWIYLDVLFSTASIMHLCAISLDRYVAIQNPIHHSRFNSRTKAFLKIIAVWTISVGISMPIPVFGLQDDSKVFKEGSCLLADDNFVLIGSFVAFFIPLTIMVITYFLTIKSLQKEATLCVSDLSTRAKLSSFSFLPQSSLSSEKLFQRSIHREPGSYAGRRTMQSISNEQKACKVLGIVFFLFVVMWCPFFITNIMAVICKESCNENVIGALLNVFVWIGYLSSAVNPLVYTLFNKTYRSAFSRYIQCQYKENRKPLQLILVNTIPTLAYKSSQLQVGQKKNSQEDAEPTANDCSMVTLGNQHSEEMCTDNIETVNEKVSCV
ABCB6 inh 2 – human ABCB6 transporter inhibition. K562-ABCB6 porphyrin accumulation, flow cytometry, 1 h; hits give low values. Q9NP58. actives 0.19% (n = 360,000). fluorescence ratio to DMSO, % at 10 µM;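 active = fluorescence ratio to DMSO below 75%, the collection mean minus 3 SD; inconclusive = too few cells collected in the well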;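 note: signal is porphyrin accumulated inside mitochondria; 100% equals median channel fluorescence of DMSO control wells; lower ratio means ABCB6 inhibition with less porphyrin fluorescence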
Vif inh – HIV Vif inhibition; HEK293T cells, Vif self-association by quenched fluorescence, imaging, 24 h; inhibition, % at 7.49 µM; actives 0.35% (n = 340,000); in the data active = inhibition above about 50%, passing the limit was not always enough; inconclusive = no clear call, values can overlap the other calls; inactive = below about 31%; note: some results filed as inactive read as strong as hits
PDI turbidity – PDI (human) enzyme inhibition; PDI insulin aggregation turbidity, A650, 90 min; inhibition, % at 10 µM; actives 0.052% (n = 350,000); AID 588391; P07237;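 active = mean inhibition across replicates of 30% or more, whatever share of single replicates reach that level; inconclusive = mean inhibition below 30% while every single replicate reaches 30%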;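 note: absorbance from insulin aggregation driven by PDI reduction with DTT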
Target sequence (P07237 whole entry, looked up): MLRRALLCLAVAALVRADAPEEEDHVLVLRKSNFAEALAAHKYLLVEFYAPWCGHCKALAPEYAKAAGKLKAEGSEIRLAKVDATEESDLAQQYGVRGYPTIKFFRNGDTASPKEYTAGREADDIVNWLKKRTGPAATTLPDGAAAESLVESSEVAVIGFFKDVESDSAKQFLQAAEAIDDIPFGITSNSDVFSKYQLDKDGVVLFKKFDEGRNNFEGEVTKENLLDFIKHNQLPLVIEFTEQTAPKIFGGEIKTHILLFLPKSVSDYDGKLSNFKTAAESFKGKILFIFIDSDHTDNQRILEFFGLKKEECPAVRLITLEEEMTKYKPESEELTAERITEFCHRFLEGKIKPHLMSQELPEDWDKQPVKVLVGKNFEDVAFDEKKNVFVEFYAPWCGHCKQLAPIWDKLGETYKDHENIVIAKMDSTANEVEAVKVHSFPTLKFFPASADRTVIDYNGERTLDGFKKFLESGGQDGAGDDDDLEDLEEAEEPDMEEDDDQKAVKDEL
H9c2 protect – myocardial damage modulation in H9c2 cells. actives 0.63% (n = 360,000). H9c2 cardiomyocytes, H2O2 injury protection, ATPLite, 2 h. AID 588492. protection from H2O2 cell death, % at 20 µM;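 active = compounds giving at least 50% protection of heart cells from peroxide-induced death in the single-dose screen, raw or plate-pattern-corrected value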;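 note: 0% = DMSO wells with peroxide and 100% = DMSO wells without peroxide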
MC4R antag cAMP – antagonists of human melanocortin 4 receptor (MC4R). inhibition, % at 6.5 µM. actives 0.48% (n = 360,000). P32245. MC4R-expressing cells, MTII-stimulated cAMP, LANCE TR-FRET. AID 540295;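 active = inhibition above its plate's cutoff, the mean of tested wells on that plate plus 3 SD, cut at about 29% in these data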;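 note: 0% = Melanotan II alone and 100% = Melanotan II plus saturating MCL0020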
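Material: human MC4R-expressing U2OS cells. Probe or stimulus: Melanotan II challenge. Dosing: 6.5 µM single dose. Times: 30-min compound, 1-h challenge, 1-h detection, room temperature. Technique: TR-FRET with Eu-cAMP and labeled anti-cAMP, 671 nm. Replication: singlicate.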
CaV13 ICDI inh – Primary screen for inhibitors of IQ motif and Ca2+-dependent inactivation inhibitor domain binding in CACNA1D, Förster resonance energy transfer in living cells, …; HEK cells, CFP/YFP FRET ICDI-IQ, plate reader, 10 min; percent FRET-ratio fall versus neutral wells; inhibition, % at 12.3 µM; actives 0.098% (n = 340,000); AID 743397;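 active = mean replicate inhibition of at least 30% and at least 1% of replicates passing that level; inconclusive = only one of the two criteria is met; inactive = neither criterion is met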;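 note: 0% = median of the neutral control wells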
MC4R barr agon – activates human MC4R beta-arrestin recruitment; P32245; U2OS MC4R beta-arrestin complementation, luminescence; percent of melanotan II response, DMSO zero; activation, % at 8.9 µM; actives 0.98% (n = 360,000);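 active = activation above a per-plate cutoff, the mean activation of sample wells on that plate plus 3 SD, cut at about 8% in these data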
Numbers without * were called inactive; u = inconclusive; x = no result given.

SMILES | N-glyco inh | aDG glyco up | m5-HT2A agonist | ABCB6 inh 2 | Vif inh | PDI turbidity | H9c2 protect | MC4R antag cAMP | CaV13 ICDI inh | MC4R barr agon
O=C(NCc1ccc(Cl)nc1)c1csc([C@@H]2O[C@H](CO)[C@H](O)[C@H](O)[C@H]2O)n1 | 0 | -0.3 | 6 | 91 | -13 | 16 | 4 | 1 | -4 | -0.6
CC[C@@]12C(=O)N(c3ccc(C)cc3)C(=O)N1[C@H](c1ccc(OC)cc1)[C@@H]1C(=O)N(C(C)(C)C)C(=O)[C@@H]12 | -2 | -0.1 | 6 | 98 | 17 | 16 | 6 | 2 | -4 | 0.2
CCCNC(=O)c1cc2c(c(-c3cccc(-c4ccc(C#N)cc4)c3)n1)[C@@H](CCO)N(C(=O)CC)C2 | x | 0.1 | 0 | 93 | x | x | x | x | -6 | x
Cc1ccc(/C=N/NC(=O)c2cccs2)o1 | -1 | 0.2 | 0 | 91 | 2 | -1 | 1 | 10 | -12 | -0.4
CCc1ccc(OCCn2cccn2)cc1 | 1 | 0.2 | 1 | 104 | 3 | 14 | -4 | 5 | 5 | -2.7
COC(=O)c1ccsc1-n1cc(C#N)c(=O)n(C)c1=O | 0 | -0.2 | 12 | 94 | 3 | 8 | 7 | -3 | -19 | 1.5
COc1ccc(OC(C)C(=O)Nc2cccc(OC)c2)cc1 (centres undefined) | -2 | -0.4 | 1 | 100 | x | -2 | 4 | 11 | x | 2.6
Clc1ccc(OCc2noc(-c3ccsc3)n2)c(Cl)c1 | -5 | 0.0 | 9 | 101 | 4 | -2 | -8 | 5 | -13 | -0.7
CC(NC(=O)OCc1ccccc1)C(=O)N1CC(O)CC1C(=O)O (centres undefined) | 1 | -0.3 | 1 | 97 | -5 | 1 | -4 | 12 | -5 | 0.6
COc1ccc(Cl)cc1NC(=O)Nc1ccccc1C(N)=O | 4 | -0.2 | 6 | 112 | 0 | 4 | 8 | 4 | -5 | -0.6
CCc1ccc(C(O)c2ncc(-c3cccc(OC)c3)[nH]2)cc1 (centres undefined) | 1 | 0.4 | 4 | 98 | x | -1 | -18 | 12 | x | -1.4
COC(=O)CN1C(=S)N(c2ccc(Cl)cc2)C(=O)C1CC(=O)Nc1ccccc1 (centres undefined) | 4 | -0.1 | -4 | 96 | -3 | -9 | 17 | 15 | -4 | 0.3
CCn1cc(C(=O)NC(C)CCc2ccccc2)c(=O)c2cc(S(=O)(=O)N(C)C)ccc21 (centres undefined) | -3 | -0.2 | -14 | 100 | 0 | -2 | -2 | 10 | -3 | -1.8
Cc1ccc(NC(=O)c2ccc3c(c2)CCN3S(C)(=O)=O)cc1C | -1 | -0.1 | -3 | 97 | 3 | -2 | 1 | 2 | -3 | 0.2
CC(C)Cn1c(SCC(=O)N2CCOCC2)nc2ccccc2c1=O | 4 | 0.0 | 5 | 95 | 0 | -12 | 10 | 3 | -2 | 1.4
Cc1cccc2[nH]c3c(N4CCC5(CC4)OCCO5)ncnc3c12 | 22 | 0.3 | -5 | 93 | -12 | -3 | 6 | -8 | -3 | -0.7
CCCCSc1nc2c(cnn2-c2ccccc2)c(=O)n1N | -9 | 0.1 | -5 | 103 | 0 | 1 | -8 | -4 | -5 | -0.9
COc1cc(C(=O)OCC(=O)NCCCc2ccccc2)ccc1OCC(C)C | 3 | -0.1 | -2 | 101 | 0 | 2 | 1 | 5 | -5 | -3.7
COC(=O)[C@@H]1C[C@@]2(O)[C@H](O)[C@H](O)[C@H](O)C[C@H]2N1Cc1ccc(C)s1 | 1 | 0.5 | -3 | 102 | -3 | 1 | 7 | 2 | -4 | 0.9
CC(C)N1CCC(N2CCN(Cc3ccc(-c4ccc(Cl)cc4)o3)CC2CCO)CC1 (centres undefined) | 3 | 3.9 | -3 | 103 | 6 | 5 | 12 | 6 | -6 | 2.0
COc1ccc(OC)c(S(=O)(=O)N2CCCC(C(=O)N3CCC(C(N)=O)CC3)C2)c1 (centres undefined) | 1 | 1.3 | 5 | 101 | -14 | -3 | 8 | -5 | -2 | -2.2
Clc1ccc(CN2CC[C@H]3C=CCc4cccc(c43)C2)cc1 | 1 | -0.3 | -9 | 99 | -1 | -6 | -13 | 10 | -3 | 0.7
CCOC(=O)c1cccc(NC(=O)C2CCN(S(=O)(=O)c3cccs3)CC2)c1 | -4 | 0.2 | -2 | 102 | -8 | -6 | 5 | 1 | -5 | 2.6
COc1cc(-c2nc(=S)[nH][nH]2)cc(OC)c1OC | 5 | -0.1 | 0 | 104 | -12 | 10 | 6 | 23 | -4 | 0.8
CCc1ccc2c(c1)C1(C(=O)N2)N2CCCC2C(C(=O)c2ccc3ccccc3c2)C12C(=O)Nc1ccccc12 (centres undefined) | -3 | 0.9 | 9 | 96 | -4 | 2 | -21 | 24 | 8 | 2.5
CC(=O)C1=C(C)N(Cc2ccccc2)C(=O)N[C@H]1c1cccc(F)c1 | -1 | -0.2 | 3 | 97 | -6 | -3 | -3 | 8 | -6 | 0.8
CCOc1ccc2c(c1)sc(N)[n+]2Cc1cc(C)cc2cccnc12 | 16 | 0.5 | -2 | 93 | -2 | -9 | -3 | -25 | -3 | -2.1
COc1ccc(-c2csc(N(C)C(=O)c3cccs3)n2)cc1 | -3 | 0.7 | 0 | 97 | 4 | 16 | -3 | 9 | -6 | 8.1
O=S(=O)(Nc1cccc(S(=O)(=O)N2CCOCC2)c1)c1ccc2c(c1)OCCO2 | -1 | -0.2 | -3 | 102 | 1 | -9 | -5 | -1 | -8 | -0.4
COc1ccc(/C=C/C(=O)N2CCN(C)CC2)cc1S(=O)(=O)N1CCCCC1 | 1 | 0.2 | -3 | 95 | u | -1 | -4 | 5 | -4 | -1.7
CCn1c(C(=O)O)c(CC(=O)Nc2ccccc2OC)c2ccccc21 | 4 | -0.1 | -2 | 97 | -10 | -4 | 0 | 12 | -20 | -0.1
CN(C)c1cccc2c1c(NS(=O)(=O)c1cn(C)cn1)nn2C | 2 | 0.1 | 3 | 96 | 10 | 3 | 1 | 1 | x | -0.8
CCC(=O)Oc1c(C(=O)CC)cc2c(C)cc(=O)oc2c1C | -2 | 0.4 | 2 | 99 | -9 | -26 | 3 | -18 | -5 | 3.0
O=[N+]([O-])c1ccc2c(c1)nc(CO)n2Cc1ccccc1 | 0 | -0.1 | -3 | 99 | -1 | 6 | 6 | 9 | -20 | 0.8
O=C(C1CCCCC1)N1CCCC(c2nc(-c3ccc(F)cc3)no2)C1 (centres undefined) | -1 | 0.1 | 8 | 95 | -12 | 10 | -1 | 1 | -4 | 2.5
COc1cc(CNCc2ccccc2Cl)ccc1OCC(=O)NC1CCCCC1 | -4 | 0.7 | -1 | 97 | -1 | 5 | -3 | 3 | -5 | -2.9
COc1cccc(/C=C/C(=O)N(C)CC(=O)Nc2ccc(Cl)c(C(F)(F)F)c2)c1 | 2 | 0.1 | -7 | 102 | 24 | 0 | -8 | -3 | -6 | 12*
CN(C)c1ccc(N=Cc2nc(-c3ccccc3)oc2OC(=O)c2cccc(Cl)c2)cc1 | -8 | -0.3 | -2 | 94 | 8 | 2 | -18 | 8 | -8 | -2.6
O=C(CN1CCCC1)N1c2ccccc2C=Cc2ccccc21 | 0 | 0.1 | -2 | 97 | 3 | 11 | -2 | 13 | 4 | -2.9
Oc1[nH]c2ccccc2c1C=NCC1CCCO1 (centres undefined) | 1 | 0.0 | 1 | 153 | 1 | 13 | 7 | -7 | -3 | -0.2
O=C(CN1C(=O)NC2(CCCCCC2)C1=O)c1ccc2c(c1)OCCO2 | -4 | -0.1 | 1 | 94 | 2 | 4 | 5 | 10 | -5 | -0.2
O=C1CC(c2ccc(Cl)cc2)n2nc(N3C(=O)CCC3=O)nc2N1 (centres undefined) | 3 | -0.2 | 6 | 98 | 11 | 0 | 2 | 3 | -8 | 0.0
COc1ccc(Cl)cc1C(=O)NC(=S)Nc1ccccc1N1CCOCC1 | -3 | 0.2 | 1 | 97 | 5 | -4 | 26 | 4 | x | -5.0
CC(=O)Nc1ccccc1-c1nnn(CC(=O)Nc2ccc3c(c2)OCCO3)n1 | 2 | 0.0 | 1 | 90 | -11 | 4 | 6 | 4 | -3 | -0.1
c1cncc(CNc2c3c(nc4nnnn24)CCCC3)c1 | 1 | 0.0 | -1 | 77 | x | -20 | 15 | 3 | -2 | -1.7
CCC(N)C12CC3CC(CC(O)(C3)C1)C2 (centres undefined) | 2 | -0.1 | -3 | 97 | x | -5 | -3 | 4 | -5 | 1.1
COc1ccc2c(c1)SC(C)CC2=O (centres undefined) | 0 | -0.1 | -4 | 106 | 15 | -11 | 6 | -3 | -4 | -1.4
Cc1cc2ncn(CCC(=O)NC3CCCC3)c2cc1C | 1 | -0.2 | 1 | 105 | 0 | 16 | 2 | 5 | -4 | -2.3
COc1ccc(NC(=O)/C(C#N)=C/c2ncc([N+](=O)[O-])n2C)c(OC)c1 | 2 | -0.1 | 1 | 108 | -4 | -1 | 8 | -13 | -5 | -1.5
C/C(=N\Nc1cccc(Cl)c1)c1ccncc1 | -3 | 1.0 | -5 | 97 | -1 | 3 | 1 | 3 | -4 | -0.8
Cc1ccc(C)c(Nc2ccc3nonc3c2[N+](=O)[O-])c1 | -1 | -0.1 | 3 | 101 | -5 | 2 | -6 | 5 | -2 | -0.7
COc1ccc2[nH]c(C)c(CN3CCC(C)CC3)c(=O)c2c1 | 0 | -0.1 | 2 | 104 | -1 | -9 | 0 | 6 | -5 | -0.8
Cc1nn(Cc2ccccc2Cl)c(C)c1C(=O)NCCN1C(=O)S/C(=C\c2ccccc2)C1=O | 3 | -0.2 | 2 | 95 | 3 | 10 | -6 | -16 | -6 | 20*
C=CCOC(=O)C1=C[C@H](c2ccc(C(F)(F)F)cc2)C[C@H](OCCCCO)O1 | -3 | 0.3 | -6 | 102 | 10 | 3 | -1 | -4 | -10 | 0.3
Cc1ccc(N(Cc2cc3ccc(C)cc3[nH]c2=O)S(=O)(=O)c2ccccc2)cc1 | -3 | 0.5 | -11 | 101 | -1 | -1 | 4 | -6 | -2 | -0.1
Cc1ccc(-n2nc3c(N4CCC(C(=O)NCc5ccc(C)o5)CC4)nnc(C)c3c2C)cc1 | 2 | 0.0 | 1 | 107 | 3 | 1 | -2 | 14 | -2 | -2.5
O=C(NCc1n[nH]c(=S)n1-c1ccccc1)c1cccs1 | 0 | -0.2 | 7 | 100 | 6 | 13 | 6 | 1 | -2 | 0.6

Source: PubChem (several laboratories)

Hits appear at their usual frequency; 3.6% or so of the library scored in one or more.
